M5 ag = agonists of human muscarinic M5 receptor (CHRM5). activation, % at 3 µM. P08912. CHO-K1 hM5 cells, Fluo-8 calcium fluorescence; 0% DMSO wells, 100% maximal acetylcholine response. 0.19% of 360,000 active;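 active means activation above the run's mean over test compounds plus 3 SD, cut at about 23% in these data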;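 further: signal is peak over basal fluorescence ratio across the kinetic read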
Target sequence (P08912 whole entry, looked up): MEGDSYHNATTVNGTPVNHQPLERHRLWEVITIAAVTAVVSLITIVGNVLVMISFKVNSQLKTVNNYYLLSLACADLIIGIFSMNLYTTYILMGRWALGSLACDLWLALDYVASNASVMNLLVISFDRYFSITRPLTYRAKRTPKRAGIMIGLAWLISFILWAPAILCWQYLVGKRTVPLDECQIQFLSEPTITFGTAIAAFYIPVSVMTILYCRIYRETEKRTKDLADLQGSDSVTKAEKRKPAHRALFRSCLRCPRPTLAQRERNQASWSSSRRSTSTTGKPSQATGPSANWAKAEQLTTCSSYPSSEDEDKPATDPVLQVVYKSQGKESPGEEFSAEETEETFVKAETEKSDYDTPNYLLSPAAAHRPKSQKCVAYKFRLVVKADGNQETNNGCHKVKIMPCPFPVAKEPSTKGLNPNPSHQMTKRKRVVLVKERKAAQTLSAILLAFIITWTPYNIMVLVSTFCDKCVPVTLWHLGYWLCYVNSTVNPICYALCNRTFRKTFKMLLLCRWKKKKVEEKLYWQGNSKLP
M4 antag = CHRM4 antagonism in calcium assay. P08173. inhibition, % at 3 µM. 0.73% of 360,000 active. CHO-hM4 cells, ACh EC80, Fluo-8 calcium fluorescence;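 active means inhibition above its plate's cutoff, the mean inhibition of sample wells plus 3 SD, cut at about 27% in these data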;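 further: 0% = acetylcholine EC80 with DMSO and 100% = DMSO without agonist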
Target sequence (P08173 whole entry, looked up): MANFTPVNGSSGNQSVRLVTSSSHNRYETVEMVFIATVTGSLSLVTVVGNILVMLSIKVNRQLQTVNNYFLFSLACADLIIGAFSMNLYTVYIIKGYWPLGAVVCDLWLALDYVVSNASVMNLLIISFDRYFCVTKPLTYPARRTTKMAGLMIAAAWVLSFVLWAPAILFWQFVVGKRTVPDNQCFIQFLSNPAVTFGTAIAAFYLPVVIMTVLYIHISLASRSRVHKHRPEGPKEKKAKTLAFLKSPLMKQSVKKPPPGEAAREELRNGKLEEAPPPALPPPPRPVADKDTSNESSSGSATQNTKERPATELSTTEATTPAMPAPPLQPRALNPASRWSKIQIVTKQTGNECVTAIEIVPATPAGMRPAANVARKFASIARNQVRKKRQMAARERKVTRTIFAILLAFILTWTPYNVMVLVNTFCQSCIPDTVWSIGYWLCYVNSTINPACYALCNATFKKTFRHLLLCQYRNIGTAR
M4 ag = CHRM4 agonism in calcium assay. P08173. CHO-K1 hM4/Gqi5, Fluo-8 calcium fluorescence; vehicle 0%, full acetylcholine response 100%. activation, % at 3 µM. 0.14% of 360,000 active. AID 624127;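 active means activation above the run mean over all test wells plus 3 SD, cut at about 32% in these data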;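 further: peak over basal fluorescence ratio per well then scaled between controls; 0% = DMSO wells and 100% = acetylcholine at EC100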
CHO-K1 Ca ag = counter-screen for M1 agonists: effect in parental CHO-K1 cells. Fluo-8 calcium fluorescence; scaled to maximal ATP response, vehicle zero. activation, % at 3 µM. 0.48% of 360,000 active. AID 602248; in the data active means activation above about 15%;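 further: untransfected CHO-K1 host cells lacking M1 receptor as counterscreen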
M5 PAM = CHRM5 positive allosteric modulation. activation, % at 3 µM. CHO-K1 hM5, Fluo-8 calcium, ACh EC20 PAM; 0% = ACh EC20, 100% = ACh EC100. P08912. 0.3% of 360,000 active;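 active means activation above the run cutoff, the mean activation of all test compounds plus 3 SD, cut at about 18% in these data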
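system = human M5 receptor in CHO-K1 cells | reagent = EC20 acetylcholine as agonist stimulus | compound dosing = single-point, 3 µM nominal | incubation = Fluo-8 loading 80 min at 37 °C plus 30 min room temperature | detection = Fluo-8 calcium dye fluorescence, kinetic read | benchmarks = low control EC20 acetylcholine (0%), high control EC100 acetylcholine (100%)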
CHO-K1 Ca antag = counter-screen for M1 antagonists: effect in parental CHO-K1 cells; ATP-induced calcium, Fluo-8 fluorescence; inhibition, % at 3 µM; 0.6% of 360,000 active;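 active means inhibition above a per-plate cutoff, the plate's mean sample inhibition plus 3 SD, cut at about 24% in these data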;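 further: 0% = DMSO plus EC80 ATP and 100% = DMSO alone without ATP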
M5 antag = CHRM5 antagonism in calcium assay; CHO-hM5 cells, Fluo-8 calcium fluorescence, ACh EC80; inhibition, % at 3 µM; 0.59% of 360,000 active;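 active means inhibition above a per-plate cutoff, the mean of that plate's test compounds plus 3 SD, cut at about 27% in these data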;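 further: 0% = acetylcholine EC80 with DMSO and 100% = DMSO without agonist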
CHO-K1 Ca PAM = counter-screen for M1 PAMs: effect in parental CHO-K1 cells; activation, % at 3 µM; 0.02% of 360,000 active; ATP EC20, Fluo-8 calcium fluorescence; 0% at ATP EC20, 100% at ATP max;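 active means activation above the run cutoff, the mean activation of all test compounds plus 3 SD, cut at about 40% in these data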;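 further: peak over basal fluorescence ratio in a 140 s read after ATP addition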
M4 PAM = positive allosteric modulators of human muscarinic M4 receptor | P08173 | CHO-K1 hM4/Gqi5, Fluo-8 calcium fluorescence, ACh EC20; 0% = ACh EC20, 100% = maximal ACh | activation, % at 3 µM | 0.4% of 360,000 active;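 active means activation above its plate's cutoff, the mean activation of sample wells plus 3 SD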; further: some results filed as inactive read as strong as hits
Active calls of the source: *.

SMILES	M5 ag	M4 antag	M4 ag	CHO-K1 Ca ag	M5 PAM	CHO-K1 Ca antag	M5 antag	CHO-K1 Ca PAM	M4 PAM
Cc1csc(=O)n1CC(=O)OCc1nnc(-c2ccc([N+](=O)[O-])cc2)o1	3	-12	2	0.2	3	-20	9	-2	23*
Cc1cn([C@H]2C[C@H](O)[C@@H](CNCc3ccc(C#CCCO)cc3)O2)c(=O)[nH]c1=O	0	2	0	0.2	-1	9	-3	-3	1
O=C(NC1CCCCC1)NC12CC3CC(CC(C3)C1)C2	-3	-24	1	0.4	-2	-11	-2	21	13
CCCc1cc(=O)n2c([nH]c3ccccc32)c1C#N	31*	-4	2	2.0	-13	-5	17	6	8
CC(=O)c1cccc(N(C(=O)c2ccco2)C(C(=O)NC2CCCC2)c2cccs2)c1 (stereo unspecified)	-1	1	4	2.2	2	-14	5	10	1
COc1ccc(NC(=O)C2CCN(S(=O)(=O)c3cccc4cccnc34)CC2)cc1	3	-8	11	2.7	-9	13	-6	8	-2
S=C(NCCc1ccccn1)Nc1ccc(Cl)cc1Cl	-2	-5	1	0.0	8	1	2	3	0
COc1ccc(C(CNc2nc(-c3cccnc3)nc3ccccc23)N(C)C)cc1 (stereo unspecified)	-6	1	6	2.6	-5	4	12	4	-8
COc1ccc(-c2n[nH]c(=S)n2-c2ccccc2C)cc1OC	0	-3	0	0.4	2	-3	1	15	-1
Cc1cc(C)nc(SCC(=O)Nc2ccc(S(=O)(=O)Nc3ncccn3)cc2)n1	-3	-11	1	-0.1	-7	-5	3	-2	11
COc1ccc(NC(=O)c2sccc2C)c([N+](=O)[O-])c1	-8	-1	1	0.3	-5	0	-3	13	0
O=C1NC(=Nc2ccccc2Cl)S/C1=C\c1cc([N+](=O)[O-])ccc1O	32*	-6	9	5.8	-3	11	12	-10	-12
CN(C)C(=S)Nc1nc2ccccc2s1	-5	-2	1	0.2	-4	-3	5	-4	-4
O=C(NCCN1CCCC1=O)Nc1ccccc1	-3	6	0	0.2	3	-5	5	-2	-2
COc1cccc(CNC(=O)Cn2ccc3cc(S(=O)(=O)N4CCCC4)ccc32)c1	0	-19	3	1.4	0	-22	-3	23	-1
CC(C)NS(=O)(=O)c1cc(F)ccc1CN1C(=O)c2cccnc2C1=O	-2	-3	1	1.3	2	-16	5	10	0
Cc1ccc(-c2nc3ccc(Cl)cn3c2Cc2ccccc2C(F)(F)F)cc1	-1	-7	-1	0.2	2	13	-12	-6	3
O=C(CCn1c(=S)oc2ccccc21)Nc1ccc2c(c1)OCCO2	-7	9	4	1.8	-2	-9	-1	17	-6
CCC(=O)Nc1cc2c3c(c1)CCN3C(=O)CC2	1	7	10	2.3	-3	9	4	-4	-5
CCCCNC(=O)C1(C)CCCCN1C(=O)c1ccc(F)cc1Cl (stereo unspecified)	1	-10	1	0.5	4	-4	-2	13	5

2 records drawn at random from the list so far, as already listed:
SMILES	M5 ag	M4 antag	M4 ag	CHO-K1 Ca ag	M5 PAM	CHO-K1 Ca antag	M5 antag	CHO-K1 Ca PAM	M4 PAM
CN(C)C(=S)Nc1nc2ccccc2s1	-5	-2	1	0.2	-4	-3	5	-4	-4
Cc1csc(=O)n1CC(=O)OCc1nnc(-c2ccc([N+](=O)[O-])cc2)o1	3	-12	2	0.2	3	-20	9	-2	23*

Returning to the listing, starting 2 compounds before the break.
SMILES	M5 ag	M4 antag	M4 ag	CHO-K1 Ca ag	M5 PAM	CHO-K1 Ca antag	M5 antag	CHO-K1 Ca PAM	M4 PAM
CCC(=O)Nc1cc2c3c(c1)CCN3C(=O)CC2	1	7	10	2.3	-3	9	4	-4	-5
CCCCNC(=O)C1(C)CCCCN1C(=O)c1ccc(F)cc1Cl (stereo unspecified)	1	-10	1	0.5	4	-4	-2	13	5
COc1ccc(CCC(=O)Nc2ccc(S(=O)(=O)Nc3ncccn3)cc2)cc1	2	-4	0	-0.1	17	-3	1	17	9
Nc1nnc(SCC(=O)OCC(=O)Nc2ccccc2F)s1	0	0	0	0.0	3	-10	0	15	0
c1ccc(-c2nnc(CSc3nncs3)o2)cc1	1	-8	2	0.4	-2	2	-7	12	8
O=C(O)Cn1c(O)c(C2=c3ccccc3=NC2=O)sc1=O	-2	6	4	1.2	-6	-11	13	12	-1
Cc1ccc(N2C(=O)C3C(c4ccccc4)(C2=O)C3(c2ccccc2)c2ccccc2)cc1 (stereo unspecified)	6	23	8	4.0	-18	7	16	5	-20
N#C/C(=C\c1c(Cl)cccc1Cl)c1nn(-c2ccccc2)c(-n2cccc2)c1C#N	0	23	2	-0.4	-15	9	13	-13	-28
Cc1ccc(C)c(S(=O)(=O)N2CCCCC2CCNC(=O)C(=O)NCc2ccncc2)c1 (stereo unspecified)	-3	-10	7	1.7	-4	-6	7	4	4
CCOC(=O)c1c(NC(=O)c2ccccc2N(C)S(=O)(=O)c2ccccc2)sc2c1CCCC2	-1	-4	0	-0.1	2	8	-7	-12	-2
CN1CCN(CC(O)COc2ccc(C(=O)O)cc2)CC1 (stereo unspecified)	2	-2	0	0.0	-2	0	4	0	-5
Cc1nnc(SCC(=O)N2CCOCC2)[nH]c1=O	-1	1	1	0.6	-1	-9	-3	16	7
CCN(CC)CCCC(C)NC(=O)c1cc(=O)c2ccccc2o1 (stereo unspecified)	0	0	1	0.5	4	-9	15	16	-1
CCCCN(C(=O)c1[nH]c(C)c(C(C)=O)c1C)c1c(N)n(CCCC)c(=O)[nH]c1=O	-4	5	0	1.8	4	-4	3	17	-1
COCCN(Cc1nc(-c2ccc(-c3ccccc3)cc2)oc1C)C(C)C	-3	2	1	0.5	-5	-4	13	-10	-6
O=C(COC(=O)c1ccc(N2CCOCC2)c([N+](=O)[O-])c1)Nc1ccc2c(c1)OCO2	-2	0	2	1.4	-6	-8	7	13	6
O=C(OCc1nc2ccccc2s1)c1cccc(N2C(=O)CCC2=O)c1	-5	-4	1	-0.1	9	-14	2	18	19
CC(=O)CC(=O)Nc1ccc(Cl)cn1	0	0	1	0.7	2	-9	-1	8	7
C#CCOCCOCCOCCNc1nc(N2CCOCC2)nc(N2CCN(C(=O)[C@H](CC(N)=O)n3cc(C(N)[C@@H](C)CC)nn3)CC2)n1 (stereo partly specified)	5	-8	2	0.2	6	3	11	-3	2
COc1cc(S(=O)(=O)N2CCOCC2)ccc1NC(=O)CSc1nnc(N)s1	-4	-5	1	0.1	6	-7	-7	16	4
Brc1ccc2c(c1)[C@H]1OCC[C@H]1[C@@H](c1cccs1)N2	-4	6	3	3.3	-7	5	12	0	-13
Cc1ccc(O)c(C2=NCCNC(C(F)(F)F)=C2)c1	-4	-4	2	0.2	5	-11	0	16	12
CCc1cc(=O)[nH]c(SCc2ccc(C)cc2)n1	-1	-3	-2	0.0	-2	-9	-8	13	10
O=C(O)CCn1nnc2ccccc21	2	-4	0	0.3	8	-8	-5	-2	-7
Cc1noc(C)c1C1(O)CCCCCCCCCCC1	-3	-8	-1	-0.6	5	-4	-9	14	-2
CN(C(=O)c1cccc(C#N)c1)c1nnc(C2CCCO2)s1 (stereo unspecified)	-4	-7	0	1.0	-1	-7	-5	24	5
CCN1C=C(Cc2ccc(F)cc2)C2=C(C1)C(c1ccc(F)cc1)C(C#N)=C(N)O2 (stereo unspecified)	-7	-11	1	0.5	-8	-15	-3	20	12
Cc1ccc(C(=O)N2CCC(C(=O)c3c(C)cc(C)cc3C)CC2)cc1	0	5	6	3.7	-11	11	22	-9	-3
CCCc1nc2ccccc2n1CC(O)COc1ccc(NC(C)=O)cc1 (stereo unspecified)	1	-1	2	0.9	1	-7	-3	14	1
CCOC(=O)C1C(c2ccccc2)C(C(=O)OCC)S(=O)(=O)C(CCN(CC)CC)S1(=O)=O (stereo unspecified)	-2	-2	1	1.1	9	-9	-19	20	0
COc1ccc(S(=O)(=O)Nc2cc(C)nn2-c2ccccc2)cc1	-2	1	1	0.9	3	-19	-2	30	7
O=C(Nc1ccc(Br)cc1)c1ccccc1CC[N+](=O)[O-]	-5	0	3	1.1	-4	-3	8	0	3
CC(C)CCNC(=O)c1onc(CSc2ccccn2)c1C(=O)NCCC(C)C	0	10	-1	-0.7	-2	0	9	0	-7
CCOC(=O)/C=C1/SCC(=O)N1CC(=O)Nc1cccc(F)c1	3	-1	2	0.4	-13	-4	11	-19	0
CC(=O)Oc1ccc2nc(-c3cccs3)oc(=O)c2c1	-1	0	0	-0.3	9	2	-2	-8	2
CC1(C)CC(=O)C(N=Nc2cc(Cl)c(Cl)c(Cl)c2)=C(O)C1	-4	3	1	0.2	0	-10	-1	16	-2
COc1ccc(NC(=O)C(Cc2ccccc2)n2cccc2)cc1 (stereo unspecified)	-10	-2	2	0.8	-3	-16	0	4	-2
O=C(c1ccc(Cl)c([N+](=O)[O-])c1)N1CCN(C(=O)c2ccco2)CC1	-2	5	1	-0.1	-2	16	7	-17	-4
COc1ccccc1-c1cc(N)n[nH]1	-6	1	0	-0.2	8	-18	2	21	4
CCN(/C=N/S(=O)(=O)c1ccc(Cl)cc1)CC	-5	-15	1	0.1	-11	-17	-4	15	5
CCCCC(CC)C(=O)Nc1cc(=O)[nH]c2nc3ccccc3n12 (stereo unspecified)	-3	-7	0	-0.2	-5	12	12	-1	0
Cc1cc(Nc2ccccc2)nc2cc(O)ccc12	-2	-6	0	0.6	-3	-12	4	-5	0

Three entries already listed, sorted by their value in M4 antag, high to low.
compound,M4 antag
CCC(=O)Nc1cc2c3c(c1)CCN3C(=O)CC2,7
Cc1ccc(O)c(C2=NCCNC(C(F)(F)F)=C2)c1,-4
O=C1NC(=Nc2ccccc2Cl)S/C1=C\c1cc([N+](=O)[O-])ccc1O,-6

The listing continues.
SMILES	M5 ag	M4 antag	M4 ag	CHO-K1 Ca ag	M5 PAM	CHO-K1 Ca antag	M5 antag	CHO-K1 Ca PAM	M4 PAM
CN(C)S(=O)(=O)c1ccc(C(=O)Nc2ccccc2[N+](=O)[O-])cc1	-2	-12	4	1.9	3	-9	5	20	16
COc1cc(C(=O)Nc2cccc(-n3cnnn3)c2)cc(OC)c1OC	-3	-18	13	3.9	-7	-13	17	15	-1
NC(N)=N/N=C/c1ccccc1	3	-3	1	0.8	9	-14	-8	17	2
COC(=O)c1ccc2nc(C3CCCCC3)c(CC(C)(C)C)n2c1	-1	-4	-2	-0.7	-2	3	-4	-7	-6
COCCC(=O)N1CCCC(C(=O)c2ccc3c4c(cccc24)CC3)C1 (stereo unspecified)	-3	-3	1	0.0	6	-4	6	13	9
Cc1ccc(NC(=O)C2(C)Cc3ccccc3C(=O)O2)cc1 (stereo unspecified)	3	-5	2	1.8	16	-11	-10	33	25*
CCn1c(SCC(=O)Nc2nnc(C)s2)nnc1C(C)NC(=O)c1ccccc1F (stereo unspecified)	-1	-8	1	1.4	9	-19	1	14	0
CCOc1ccc(CCN2C(=O)C(=O)N([C@@H](Cc3ccccc3)CN3CCC[C@@H]3CN3C(=O)C(=O)NC[C@@H]3Cc3ccc(O)cc3)C[C@@H]2Cc2ccccc2)cc1	2	-5	1	-0.5	5	-3	-3	-10	7
CN(C)/C=C/C(=O)c1cnc(-c2ccccn2)s1	4	-4	4	0.7	2	-5	4	14	2
COc1ccccc1/C=C/C(=O)NCCc1ccccn1	1	-2	0	1.4	4	-14	5	-16	-10
Nc1ncnc(Nc2ccc(S(N)(=O)=O)cc2)n1	0	-2	1	0.2	-2	-10	4	-8	-3
CCS(=O)(=O)N1CCN(C(=O)CCC2CCCC2)CC1	-1	2	1	0.5	11	-3	11	-6	-5
CC(C(=O)Nc1ccc([N+](=O)[O-])cc1Cl)N1CCN(S(=O)(=O)c2cccs2)CC1 (stereo unspecified)	-1	-6	1	-0.1	3	18	2	-9	7
Nc1c(C(=O)Nc2cccc(F)c2)nnn1-c1ccc2c(c1)OCCO2	-2	4	2	4.3	1	-15	5	20	-1
